ASM inhibitor: inhibitors of human secretory acid sphingomyelinase; P17405; placental ASM, HMU-PC fluorogenic substrate, 60 min; Potency, µM (titrated, usually from 57.5 µM), inactives show at the highest dose activity change, negative = inhibition, hits mostly inhibitors; 0.006% of 340,000 active; note: potency is the fitted concentration of half-maximal effect
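Fluorescence read-out (Ex 386 nm, Em 447 nm) after stopping the reaction at pH 10. Enzyme: ASM from human placenta; substrate HMU-PC0, 9 uM final; 60 min, 37 °C. Compound preincubation 10 min, ambient temperature.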
TRPV1 agonist: activates the human vanilloid receptor TRPV1 | AID 540275 | 0.19% of 320,000 active | Q8NER1 | activation, % at 8.33 µM | TRPV1-expressing cells, Fluo-8 calcium influx, agonist mode; in the data active = activation above about 80%; inconclusive = between about 30% and that limit; note: 0% is about no effect
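Cells expressing TRPV1 were dye-loaded with Fluo-8 and read kinetically: 10 s baseline, 3 min after compound (agonist portion), then 2 min after EC20 capsaicin (allosteric enhancer portion). Calcium-bound dye fluorescence at 480/520 nm.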
hERG WT inh: blocks the wildtype human KCNH2 potassium channel; Q12809; U2OS, BacMam KCNH2, thallium flux FluxOr; hits give low values; activity change, % at 1.84 µM; 0.37% of 340,000 active;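 active = maximum activity change below -70%; inconclusive = maximum activity change between -70% and -50%; inactive = maximum activity change above -50%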; note: % is set by controls: 0 for no effect and ±100 for the full control effect
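U2OS cells were transduced with wild-type KCNH2 virus (2.03 x 10^8 / mL) for 4 h at room temperature, then cultured overnight at 37 C. Thallium flux was read with FluxOr dye. Rate constants were normalized to DMSO controls.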
KCNH2 3.1 block: KCNH2 3.1 (human) potassium channel inhibition | U2OS KCNH2 3.1, thallium flux FluxOr; hits give low values | activity change, % (tested at about 1.8 µM) | 0.95% of 340,000 active | AID 720553;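 active = maximum activity change below -70%; inconclusive = maximum activity change from -70% to -50%; inactive = maximum activity change above -50%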;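 note: thallium influx rate constant from kinetic fluorescence after stimulation buffer; % is set by controls: 0 for no effect and ±100 for the full control effect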
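FluxOr-based Tl+ influx in U2OS cells transduced with KCNH2 3.1 virus; rate constants normalized to DMSO controls.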
Integrin act MD: integrin-mediated muscular dystrophy alleviation activation; Potency, µM (titrated, usually from 38.3 µM), for inactives: top-dose activation, most hits filed as activators; alpha7betagal myoblasts, beta-gal FDG fluorescence, 48 h; 0.064% of 350,000 active;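 note: potency is the fitted concentration of half-maximal effect; 100% = response of the positive control SU9516; nearly all actives have a fitted effect of over 60% in size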
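alpha7betagal+/- myoblasts (passage 13, 250/well) treated 48 h at 37C with compounds at 1:260 dilution of DMSO stock. Lysed, then beta-galactosidase activity read as FDG fluorescence (ex 480/em 540) after 30 min, with pre-read for autofluorescence.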
GALK inh: galactokinase (human) inhibition. AID 1868. Purified GALK, Kinase-Glo residual ATP luminescence. P51570. Potency, µM (top dose mostly 57.5 µM), inactives show top-dose activity change, negative = inhibition, most hits filed as inhibitors. 0.007% of 270,000 active; note: potency is the fitted concentration of half-maximal effect; % is set by controls: 0 for no effect and ±100 for the full control effect
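GALK at 5 nM final was combined with compound, 35 uM ATP and 100 uM galactose in HEPES pH8.0 with MgCl2 and DTT. The reaction ran one hour at room temperature before luminescent ATP detection.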
AT treatment: potential ataxia-telangiectasia treatment | AID 485349 | […] A-T fibroblasts, KAP-1 phosphorylation AlphaLISA; neocarzinostatin DNA damage 30 min before lysis | 0.19% of 320,000 active | Potency, µM (series often up to 57.5 µM), for inactives: at the top dose activation, actives largely listed as activators; note: potency is the fitted concentration of half-maximal effect; % of control where 0% means no effect; nearly all actives have a fitted effect of over 45% in size
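hTERT-immortalized A-T patient fibroblasts ([…]), 500 cells/well in OPTI-MEM, 1% FBS, got compounds for 60 min, then NCS for 30 min at 37C. Lysates were then assayed for phospho-KAP-1 by AlphaLISA (anti-pKAP1 donor, anti-KAP1 acceptor beads), 6 hr at 25C.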
Coupling enz: coupling enzyme interference in Giardia aldolase counter-screen; coupling enzyme system counterscreen, AmpLite Red fluorescence; activity change, negative = inhibition, % at 58.2 µM, hits read low; 0.67% of 290,000 active; AID 2472; in the data active = activity change below about -30%; note: % is set by controls: 0 for no effect and ±100 for the full control effect
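Counterscreen of the coupled detection system alone, without aldolase: glyceraldehyde-3-phosphate coupling enzymes plus AmpLite Red readout. Compounds at 57.5 uM final, 10 min RT preincubation, 20 min RT reaction, fluorescence 525/598 nm.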
CXXC DNA block: inhibitors of human MLL CXXC domain-DNA interaction; Q03164; MLL-CXXC / FITC-HOXA9 DNA fluorescence polarization; Potency, µM (top dose mostly 115 µM), for inactives: top-dose activity change, negative = inhibition, hits mostly inhibitors; 0.037% of 290,000 active; active = well fitted inhibition curve with a large enough effect in the polarisation, with a control signal flat, not every such curve was filed as active; inconclusive = small, poorly fitted or top-dose-only effect, or effect the other way, or a change in a side signal; inactive = no such curve, though single readings can be large or run the other way; the % refers to the polarisation; note: potency is the fitted concentration of half-maximal effect
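Fluorescence polarization: 7 uM MLL-CXXC (stock) preincubated 5 min with compounds, then 50 nM fluorescein-HOX-A9 DNA (stock) added; 30 min ambient. Buffer 50 mM Tris-HCl pH 7.5, 50 mM NaCl, 1 mM DTT, 0.05% BSA.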
MBNL1 CUG block: blocks human MBNL1 binding to CUG repeat RNA. Potency, µM (top dose mostly 57.5 µM), for inactives: top-dose activity change, negative = inhibition, hits mostly inhibitors. 0.036% of 280,000 active. AID 2675. Q9NR56. TR-FRET MBNL1-His/biotin-(CUG)12 binding, 665/545 ratio; active = well fitted inhibition curve with a large enough effect in the signal ratio, with a control signal flat, not every such curve was filed as active; inconclusive = small, poorly fitted or top-dose-only effect, or effect the other way, or a change in a side signal; inactive = no such curve, though single readings can be large or run the other way; the % refers to the signal ratio; note: potency is the fitted concentration of half-maximal effect; % is set by controls: 0 for no effect and ±100 for the full control effect
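Compounds (final 92 nM to 58 uM) are added to His-tagged MBNL1 and biotin-(CUG)12, then terbium anti-His antibody and streptavidin-XL665 (5 nM final). After 60 min at room temperature, the 665/545 nm ratio is read.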
* = called active by the depositor; ? = inconclusive; . = not tested or not shown; [ ] = remark or other dose. Unless noted, calls come from the whole dose curve; as a rule, active = well fitted curve in the direction sought with a large enough effect; inconclusive = small, poorly fitted or top-dose-only effect, or another doubt; inactive = no such curve, though single readings can be large; an effect the other way counts as inactive or inconclusive.

SMILES | ASM inhibitor | TRPV1 agonist | hERG WT inh | KCNH2 3.1 block | Integrin act MD | GALK inh | AT treatment | Coupling enz | CXXC DNA block | MBNL1 CUG block
Cc1cccc(N2C(=O)/C(=C/c3ccccn3)SC2=S)c1 | -5.2% | 1.2 | -2.1 | -5.2 | 17.5% | -1.6% | -0.3% | 4.3 | 0.5% | .
CCn1c(C)nc2cc(S(N)(=O)=O)ccc21 | 0.7% | 1.1 | 0.1 | 8.5 | 0.9% | 4.0% | 1.1% | 4.4 | -16.7% | 16.1%
COc1ccc(C2=NOC3(CC(=O)N(c4ccc5ccccc5c4)C3=O)C2)c(OC)c1 (stereo not given) | -0.2% | -3.1 | -1.6 | 1.9 | 0.8% | 0.7% | 1.8% | 0.0 | 5.7% | -7.3%
COc1cc(/C=N/NC(N)=S)ccc1OCC(=O)Nc1ccc(C)c(C)c1 | -2.6% | -0.4 | 16.2 | 18.9 | 0.5% | -1.8% | . | 5.0 | -8.6% | -11.1%
CCc1cc2ccc(OC)cc2nc1SCC(=O)NNC(C)=O | -4.4% | 1.4 | -5.3 | -11.5 | . | -0.1% | 0.8% | -2.5 | -9.5% | ?
CC(C)c1ccccc1NC(=O)Cn1c(/C=C/c2ccccc2)nc2ccccc21 | . | 5.4 | 3.0 | -7.4 | -60.3%[inhibitor] | -0.6% | -7.0% | 0.0 | 2.1% | -3.0%
CCCCn1nnnc1SCC(=O)N1CCCC1 | 1.0% | 0.8 | -20.1 | 12.9 | -8.6% | -3.5% | 2.0% | 1.3 | -0.7% | -1.8%
O=C1CN(C(=O)N[C@@H](Cc2ccccc2)C(=O)N[C@@H](C(=O)O)c2ccccc2)c2ccccc2N1 | 2.3% | -1.3 | -0.5 | 8.9 | 5.6% | 5.0% | -2.0% | 10.2 | 6.0% | -2.0%
CC(=O)c1ccc(NC(=O)CN2C(=O)COc3ccc(S(=O)(=O)N4CCCC4)cc32)cc1 | -1.9% | -2.2 | 2.0 | 0.6 | -6.9% | 9.2% | 3.7% | -0.5 | 6.9% | -3.8%
CC(=O)N(CCCc1ccc(C(C)(C)C)cc1)CCCN(C)C | 7.4% | 17.5 | 34.5 | 0.7 | -36.2% | 2.9% | 3.3% | 1.7 | 5.2% | -1.4%
Cc1cccc(CC(=O)Nc2sc(C(C)C)cc2C(=O)N2CCOCC2)c1 | 2.4% | ? | -11.2 | 6.2 | 11.3% | -2.8% | 2.0% | . | -9.4% | 2.9%
Cc1sc2ncnc(N/N=C/c3ccc(O)cc3)c2c1C | -3.1% | 14.4 | 0.6 | -5.6 | 6.1% | -0.6% | -1.5% | -0.3 | -3.6% | ?
CC(C)(C)N(Cc1ccccc1)C(=O)COC(=O)C1CCN(c2ccc(C(F)(F)F)cn2)CC1 | -8.8% | 27.7 | 9.1 | 4.4 | 0.0% | . | 7.0% | . | . | .
COc1ccc(N(C(=O)c2ccc(C)cc2)S(=O)(=O)c2cccs2)cc1 | -1.1% | 2.1 | -0.9 | -1.0 | -18.0% | -0.6% | 1.9% | -0.8 | 130.1%[activator] | .
COc1ccc(NC(=O)COC(=O)C2CC(=O)N(CCc3ccc(OC)c(OC)c3)C2)cc1Cl (stereo not given) | 4.8% | 1.1 | -1.2 | -8.7 | 5.8% | . | 1.2% | . | . | .
COc1cccc(N2CCN(C(=O)Nc3ccc4c(c3)NC(=O)CO4)CC2)c1 | -2.6% | ? | -14.5 | 3.6 | -14.1% | 0.7% | 1.6% | 1.2 | 20.1% | -3.1%
COc1ccc(CCNC(=O)C2=COCCO2)cc1 | -2.1% | 7.1 | 2.5 | 2.7 | -6.8% | 0.2% | . | -0.7 | 8.4% | 10.3%
O=C(/C=C/c1cccc(Cl)c1)OCc1cn2cc(Cl)ccc2n1 | -6.3% | 10.4 | -5.0 | 11.3 | 7.8% | 0.1% | -7.6% | -14.7 | 0.8% | -1.0%
Cc1cc(C)cc(OCc2nnc(N)s2)c1 | 5.2% | -6.9 | 1.4 | -17.6 | 37.2% | 4.9% | -1.1% | -2.6 | 6.0% | 16.8%
O=C(Cn1c(=S)[nH]c2ccccc2c1=O)N1CCc2ccccc2C1 | -7.7% | 0.7 | 7.4 | -1.4 | ? | 1.8% | 0.3% | 2.8 | -4.1% | -2.9%
CCOC(=O)CNC(=O)CSc1nnc(-c2ccncc2)n1-c1ccc(Cl)cc1 | 0.5% | -0.5 | -12.1 | -8.4 | 10.1% | -4.4% | -2.5% | . | -1.6% | -12.7%
CC(=O)C1=C(O)C(=O)N(c2nnn(C)n2)C1c1cccs1 (stereo not given) | 4.0% | . | 4.2 | -5.5 | 1.6% | -0.4% | -2.0% | 1.2 | -0.5% | ?
CCN1CCCC1CNC(=O)c1cc2c(OC)c(OC)c(OC)cc2[nH]1 (stereo not given) | 3.6% | -0.6 | -0.7 | -3.7 | -22.1% | -2.3% | -10.0% | 3.3 | ? | 0.4%
O=C(O)c1ccc(/C=N/NC(=O)c2cc3c(ccc4ccccc43)o2)cc1 | 7.8% | -1.1 | -8.9 | -5.0 | -6.2% | -4.6% | -3.7% | . | 7.8% | 6.8%
COCCCNC(=O)c1c(F)c(F)c(F)c(F)c1F | -0.9% | 2.6 | -10.0 | 1.4 | 9.4% | 2.2% | 5.2% | -0.4 | -4.3% | 0.7%
CCCCCCCCCCSc1n[nH]c(NC(C)=O)n1 | -1.1% | 13.6 | 10.2 | -2.0 | -32.2% | -2.3% | -0.4% | 0.5 | -0.1% | 4.2%
O=C(C1=C[C@H](c2ccc(Br)cc2)C[C@H](OCc2ccc(CO)cc2)O1)N1CCN(Cc2ccc3c(c2)OCO3)CC1 | ? | -1.3 | . | . | -22.6% | -1.7% | -9.2% | -1.0 | -4.5% | 18.8%
CCCc1ccc(-c2cc(NC(=O)CSc3nnc(N)s3)n(-c3ccccc3)n2)cc1 | ? | 27.3 | 32.9 | . | -9.7% | 0.0% | -0.6% | -4.5 | 0.7% | -3.3%
Cc1cc(Nc2ccccc2O)c2ccccc2n1 | -0.3% | -12.1 | -8.8 | -2.6 | -16.3% | 3.4% | 7.9% | -2.6 | -8.1% | -8.9%
CC1CN(S(=O)(=O)c2ccc(C(=O)Nc3nnc(-c4ccccn4)o3)cc2)CC(C)O1 (stereo not given) | 0.5% | -7.4 | -7.8 | . | -17.0% | -2.3% | -2.7% | 9.5 | 3.8% | -4.7%
C/C(CCc1ccccc1)=N\NC(=O)c1ccccc1[N+](=O)[O-] | 4.4% | -3.0 | -12.3 | . | 3.4% | 1.6% | 8.8% | 1.4 | 3.2% | 4.7%
Cc1nc(Nc2ccccc2)sc1C(=O)c1ccccc1 | -7.4% | ? | 2.8 | -3.2 | 1.5% | 0.0% | -8.4% | 6.6 | -28.8% | .
COc1ccccc1NS(=O)(=O)c1cc(C(=O)NCCCN2CCCC2=O)ccc1C | -0.7% | . | -2.4 | 10.5 | 11.2% | . | . | . | . | .
CCCCn1c(=N)n(CC(=O)c2ccc([N+](=O)[O-])cc2)c2ccccc21 | . | 7.7 | . | . | . | 1.4% | 4.7% | -19.6 | 8.3% | ?
CC1(C2CC2)NC(=O)N(CC(=O)Nc2cc(S(=O)(=O)N3CCCCC3)ccc2Cl)C1=O (stereo not given) | 1.6% | -11.0 | -3.1 | -4.0 | 13.2% | . | 6.1% | . | . | .
CCN(Cc1ccccc1)S(=O)(=O)c1nc2nc(C)c(C)c(C)n2n1 | -1.5% | 1.0 | -15.9 | -1.6 | -7.9% | -3.6% | 2.3% | 5.3 | -4.5% | -4.0%
CCOC(=O)c1[nH]c2ccc(C)cc2c1NC(=O)CN1CCCCC1 | 10.3% | ? | 0.8 | -0.5 | 14.2% | -0.1% | 0.1% | 2.2 | -1.9% | 5.9%
CCCN1CN(Cc2ccccc2)CNC1=S | -0.3% | -1.0 | -13.6 | -9.4 | 8.1% | 1.1% | 0.4% | 2.9 | 1.9% | -5.4%
Cc1cc(C)c2nc(C(F)(F)F)nc(N3CCN(C(=O)c4ccco4)CC3)c2c1 | -14.6% | -1.8 | -1.1 | -4.4 | -2.8% | 3.4% | . | -0.1 | 8.2% | 14.9%
Cc1ccc(C(=O)c2c(NC(=O)CSc3nnc(N)s3)sc3c2CCCC3)cc1 | -16.8% | 25.5 | 6.1 | -7.8 | -12.5% | -1.2% | . | 3.2 | -1.6% | .

An excerpt of these results, tab-delimited:
compound	ASM inhibitor	TRPV1 agonist	hERG WT inh	KCNH2 3.1 block	Integrin act MD	GALK inh	AT treatment	Coupling enz	CXXC DNA block	MBNL1 CUG block
CCCN1CN(Cc2ccccc2)CNC1=S	-0.3%	-1.0	-13.6	-9.4	8.1%	1.1%	0.4%	2.9	1.9%	-5.4%
Cc1cc(C)c2nc(C(F)(F)F)nc(N3CCN(C(=O)c4ccco4)CC3)c2c1	-14.6%	-1.8	-1.1	-4.4	-2.8%	3.4%	.	-0.1	8.2%	14.9%
